# Bioassay records from PubChem BioAssay.
# MITF TRPM1 inh: inhibitors of MITF-dependent TRPM1 promoter reporter, primary screen, cell-based, SK-MEL-5, single point, luciferase; SK-MEL-5 TRPM1 promoter luciferase, 24 h; inhibition, % at 12.5 µM; 0.83% of 330,000 active; AID 488899, 2010;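 active means mean inhibition across replicates of 60% or more, whatever share of single replicates reaches that level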; further: values of inactives mirror those of a sister screen read the other way
# Shn3 inh set2: reduction of Shn3 3'UTR firefly luciferase signal, primary screen, Schnurri-3 inhibitor project, cell-based, Clone20 osteoblasts, set 2 | Clone20 osteoblast Shn3 3'UTR firefly luciferase, 24 h | inhibition, % at 12.5 µM | 0.52% of 360,000 active | AID 588674, 2011;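 active means mean inhibition of at least 75% with every replicate also reaching 75%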;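 further: 0% = median of neutral control wells and 100% = pilot-screen positive control compound; some compounds past the cut are filed as inactive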
# CaV13 ICDI inh: Primary screen for inhibitors of IQ motif and Ca2+-dependent inactivation inhibitor domain binding in CACNA1D, Förster resonance energy transfer in living cells, …; AID 743397; 0.098% of 340,000 active; inhibition, % at 12.3 µM; HEK cells, CFP/YFP FRET ICDI-IQ, plate reader, 10 min; percent FRET-ratio fall versus neutral wells;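 active means mean replicate inhibition of at least 30% and at least 1% of replicates passing that level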;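 further: 0% = median of the neutral control wells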
# NR2E3 ag-1: inhibitors of NR2E3-RetCOR corepressor binding, primary screen, NR2E3 agonist project, biochemical, TR-FRET, GST-NR2E3, biotin-RetCOR | 0.12% of 320,000 active | AID 2300, 2010 | inhibition of corepressor binding, % at 4.78 µM | 1536-well;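 active means percent inhibition above the cutoff of mean plus 3 SD of all tested compounds, set per screening campaign, cut at about 20% in these data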;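 further: 0% = DMSO wells and 100% = biotin wells as full block of FRET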
# Target sequence (Q9Y5X4 whole entry, looked up): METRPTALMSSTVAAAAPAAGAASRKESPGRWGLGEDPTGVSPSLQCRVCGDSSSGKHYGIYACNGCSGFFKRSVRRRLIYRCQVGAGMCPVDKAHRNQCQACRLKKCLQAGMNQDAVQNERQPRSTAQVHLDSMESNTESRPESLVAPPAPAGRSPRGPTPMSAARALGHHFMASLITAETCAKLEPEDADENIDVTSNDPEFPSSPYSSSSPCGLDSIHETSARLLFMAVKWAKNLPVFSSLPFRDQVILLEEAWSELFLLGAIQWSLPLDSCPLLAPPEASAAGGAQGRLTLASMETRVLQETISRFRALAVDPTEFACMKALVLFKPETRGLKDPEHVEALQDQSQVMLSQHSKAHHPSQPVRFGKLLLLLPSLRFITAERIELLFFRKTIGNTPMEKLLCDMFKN
#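 Material: NR2E3–RetCOR corepressor complex | Quantity: 1.35 nM GST-tagged NR2E3 final | Schedule: 5 h at 4 °C | Replication: Singlicate compound wells | Reagent: RetCOR corepressor, biotinylated, 7 nM | Controls: Biotin wells as high control, 0.6% DMSO wells as low control | Signal: TR-FRET, Eu(K)-anti-GST donor, streptavidin-D2 acceptor, ex 340, em 617/671 nm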
# iPSC survival up: enhancers of single-cell hiPSC survival, primary screen, ATPlite luminescence; 100% = ROCK inhibitor wells, 0% = DMSO; survival enhancement, % at 20 µM; 0.044% of 360,000 active; in the data active means survival enhancement above about 18%;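 further: cells exposed to compounds for 16 hours before the ATP read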
# PDI turbidity: inhibitors of human PDI, primary screen, biochemical, turbidity, single point, plate reader; Protein disulfide-isomerase (Homo sapiens), P07237; PDI insulin aggregation turbidity, A650, 90 min; inhibition, % at 10 µM; 0.052% of 350,000 active;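 active means mean inhibition across replicates of 30% or more, whatever share of single replicates reach that level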;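 further: absorbance from insulin aggregation driven by PDI reduction with DTT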
# Peg3 prom inh: Peg3 promoter-driven luciferase inhibitors, primary screen, cell-based, HeLa, luciferase luminescence; 1.7% of 360,000 active; HeLa PEG-Prom luciferase reporter, overnight; inhibition, % at 20 µM; AID 588405, 2011;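 active means inhibition of at least 50% at 20 µM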
# HIF-2a inh: HIF-2a reporter inhibitors, primary screen, luminescence, 786-0 RCC cells; 786-0 RCC cells HIF-2a reporter, luciferase luminescence, overnight; inhibition, % at 18.8 µM; 0.72% of 360,000 active;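 active means inhibition of the luminescence signal of 40% or more relative to plate controls, in a single-dose primary screen at 18.75 µM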
# H9c2 protect: cardioprotection against H2O2-induced cell death, primary screen, uHTS, H9c2 cells, ATPLite luminescence. H9c2 cardiomyocytes, H2O2 injury protection, 2 h. protection from H2O2 cell death, % at 20 µM. 0.63% of 360,000 active. AID 588492, 2011;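 active means compounds giving at least 50% protection of heart cells from peroxide-induced death in the single-dose screen, raw or plate-pattern-corrected value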;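 further: 0% = DMSO wells with peroxide and 100% = DMSO wells without peroxide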
# m5-HT2A agonist: mouse Htr2a agonists via beta-arrestin recruitment, primary screen, cell-based, luminescence | CHO-K1 mHTR2A beta-arrestin complementation; percent of 30 µM serotonin response | 5-hydroxytryptamine receptor 2A (Mus musculus), P35363 | activation, % at 7.6 µM | 0.66% of 360,000 active;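 active means activation above a run cutoff, the mean activation of all tested compounds plus 3 SD, cut at about 14% in these data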;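 further: 0% = plate median of compound wells and 100% = 30 µM serotonin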
# Target sequence (P35363 whole entry, looked up): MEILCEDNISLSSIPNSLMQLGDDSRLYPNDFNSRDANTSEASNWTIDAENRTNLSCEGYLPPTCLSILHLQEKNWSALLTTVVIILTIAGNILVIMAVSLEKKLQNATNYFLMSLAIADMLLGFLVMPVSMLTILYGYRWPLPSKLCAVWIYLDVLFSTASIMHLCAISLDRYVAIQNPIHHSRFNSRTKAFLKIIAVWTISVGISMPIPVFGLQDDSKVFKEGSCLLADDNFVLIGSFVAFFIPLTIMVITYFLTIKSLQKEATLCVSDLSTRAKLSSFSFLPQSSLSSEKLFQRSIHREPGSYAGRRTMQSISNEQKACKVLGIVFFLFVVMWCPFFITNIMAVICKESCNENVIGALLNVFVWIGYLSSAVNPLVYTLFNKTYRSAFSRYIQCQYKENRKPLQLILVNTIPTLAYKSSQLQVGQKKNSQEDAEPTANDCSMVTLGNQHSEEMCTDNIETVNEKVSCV
# NR2E3 ag-2: NR2E3 agonists in two-hybrid cells, primary screen, cell-based, luminescence, CHO-S, Gal4-NCOR/VP16-NR2E3 | 0.35% of 360,000 active | AID 602229, 2012 | luciferase | Photoreceptor-specific nuclear receptor (Homo sapiens), Q9Y5X4 | inhibition of corepressor binding, % at 3.98 µM;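 active means inhibition above the mean of all tested compounds plus 3 SD, cut at about 70% in these data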;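 further: 0% = DMSO with NR2E3 transfected cells and 100% = cells lacking NR2E3 construct; higher means lower luciferase signal from less NR2E3 corepressor binding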
# * hit, by the source's call; · = no result given. Compounds as they come. About 3.9% of those tested had a hit in this group.
SMILES,MITF TRPM1 inh,Shn3 inh set2,CaV13 ICDI inh,NR2E3 ag-1,iPSC survival up,PDI turbidity,Peg3 prom inh,HIF-2a inh,H9c2 protect,m5-HT2A agonist,NR2E3 ag-2
O=C1[C@H]2[C@H](ON3CCCC[C@H]23)C(=O)N1c1cccc(C(F)(F)F)c1,-2,-16,-5,1,-1.5,-3,-3,10,-1,0,-1
O=C(c1cccs1)N1CCCC1,3,-7,-4,-2,-0.5,-8,18,11,-5,1,-10
CC1(C)Cc2c(sc3c2c(=N)n(Cc2ccco2)c(=O)n3CC(=O)Nc2ccc(Cl)cc2)CO1,7,8,1,-1,-2.5,-2,-3,23,7,-3,-33
CC(C)(C)C(=O)Nc1c(Br)c(C2CC2)nn1-c1ccccc1,·,6,-4,1,-0.6,-16,5,0,-5,-1,-10
CC12CCC3c4ccc(O)cc4CCC3C1CC(=NO)C2O (stereo unspecified),0,-16,-6,·,-0.8,16,-11,15,3,0,34
O=C(Nc1cc(SCC(O)CO)cc([N+](=O)[O-])c1)c1ccc(-n2cnnn2)cc1 (stereo unspecified),-1,4,-7,-1,-1.7,1,7,12,0,-4,20
Cc1cc(C)n(-c2ccc(F)cc2CN2CCN(C3CCCC3)C(CCO)C2)n1 (stereo unspecified),0,-7,-7,-1,-0.1,-1,1,12,-2,-4,-4
CC1CCCN(C(=O)CN2C(=O)c3ccccc3S2(=O)=O)C1 (stereo unspecified),11,6,-5,-6,-0.4,7,-95,-86,-5,-1,2
O=C(COC(=O)c1ccccc1[N+](=O)[O-])NCCCc1ccccc1,-15,-10,-6,2,-0.2,6,-128,-26,-3,1,3
CCn1cc(C(=O)Nc2ccc(F)c(F)c2)cn1,-26,-10,-8,2,-2.2,2,-85,-71,3,3,-7

# Whole records, quoted from the list. Order of values: MITF TRPM1 inh	Shn3 inh set2	CaV13 ICDI inh	NR2E3 ag-1	iPSC survival up	PDI turbidity	Peg3 prom inh	HIF-2a inh	H9c2 protect	m5-HT2A agonist	NR2E3 ag-2
# `O=C(COC(=O)c1ccccc1[N+](=O)[O-])NCCCc1ccccc1` reads -15	-10	-6	2	-0.2	6	-128	-26	-3	1	3
# `CC(C)(C)C(=O)Nc1c(Br)c(C2CC2)nn1-c1ccccc1` reads ·	6	-4	1	-0.6	-16	5	0	-5	-1	-10
# `O=C(c1cccs1)N1CCCC1` reads 3	-7	-4	-2	-0.5	-8	18	11	-5	1	-10

# An excerpt taken from the entries so far, for reference:
SMILES,MITF TRPM1 inh,Shn3 inh set2,CaV13 ICDI inh,NR2E3 ag-1,iPSC survival up,PDI turbidity,Peg3 prom inh,HIF-2a inh,H9c2 protect,m5-HT2A agonist,NR2E3 ag-2
O=C1[C@H]2[C@H](ON3CCCC[C@H]23)C(=O)N1c1cccc(C(F)(F)F)c1,-2,-16,-5,1,-1.5,-3,-3,10,-1,0,-1
O=C(c1cccs1)N1CCCC1,3,-7,-4,-2,-0.5,-8,18,11,-5,1,-10

# Back to the main list; the four compounds before the break are reprinted first.
SMILES,MITF TRPM1 inh,Shn3 inh set2,CaV13 ICDI inh,NR2E3 ag-1,iPSC survival up,PDI turbidity,Peg3 prom inh,HIF-2a inh,H9c2 protect,m5-HT2A agonist,NR2E3 ag-2
Cc1cc(C)n(-c2ccc(F)cc2CN2CCN(C3CCCC3)C(CCO)C2)n1 (stereo unspecified),0,-7,-7,-1,-0.1,-1,1,12,-2,-4,-4
CC1CCCN(C(=O)CN2C(=O)c3ccccc3S2(=O)=O)C1 (stereo unspecified),11,6,-5,-6,-0.4,7,-95,-86,-5,-1,2
O=C(COC(=O)c1ccccc1[N+](=O)[O-])NCCCc1ccccc1,-15,-10,-6,2,-0.2,6,-128,-26,-3,1,3
CCn1cc(C(=O)Nc2ccc(F)c(F)c2)cn1,-26,-10,-8,2,-2.2,2,-85,-71,3,3,-7
CC1Oc2cc3oc4c(O)c(O)ccc4c(=O)c3c(O)c2C1(C)C (stereo unspecified),-55,-38,·,3,-4.8,·,-173,-224,-5,7,-86
COc1cc(C(=O)OCn2nnc3ccccc3c2=O)cc(OC)c1OC,6,1,-3,5,-3.3,1,29,5,10,4,0
S=C(Nc1ccc(Cc2ccncc2)cc1)Nc1cccc(Cl)c1,4,14,-7,-2,0.4,4,7,-12,4,9,1
COC(=O)c1sc2ccccc2c1-n1cccc1C(=O)C(=O)Nc1ccc(F)cc1,3,13,·,3,-0.7,-1,14,11,4,-4,6
CCc1c(C)nc(SC(C(=O)O)c2ccccc2)c(C#N)c1C (stereo unspecified),-3,0,-5,-1,0.1,-1,6,14,6,-2,-10
CCCCn1c(SCC(N)=O)nc2c(sc3ccccc32)c1=O,-1,-5,-4,1,-3.9,5,-5,-3,3,5,7
Cc1ccc(S(=O)(=O)/N=C2/NC(=O)/C(=C\c3cc(Br)cc(Br)c3O)S2)cc1,6,-2,·,·,0.0,1,27,6,-1,-3,-7
N#Cc1nc(COc2ccccc2)oc1N1CCN(Cc2ccccc2)CC1,17,10,-5,0,0.2,5,8,-9,-2,5,-19
Cc1cccc(NC(=O)[C@@H]2CCCN2C2=NS(=O)(=O)c3ccccc32)c1C,·,-15,-2,0,0.0,-10,9,14,1,1,5
COc1ccc(C(=O)CCC(=O)Nc2ccc(N3CCCCC3)cc2)cc1OC,-6,4,-3,5,1.7,9,-3,-26,4,7,-17
CCOCCCNC(=O)Cc1cc(=O)[nH]c(=O)[nH]1,3,-25,-10,3,1.5,·,6,12,-2,21*,-19
O=C(NCCN1CCOCC1)c1ccc(-c2ccccc2)cc1,-16,-9,-6,6,4.0,-3,-13,-46,13,-6,-19
COc1ccc(-c2noc3c2-c2nc(C4CCCCC4)sc2CC3)cc1,3,5,-9,3,-2.2,0,-3,-2,-4,-5,-47
CC1=C(C(=O)N2CCOCC2)CC(CC(=O)NC2CC2)C(=O)N1Cc1ccc(C(C)(C)C)cc1 (stereo unspecified),·,-26,-10,·,0.9,-4,16,7,6,2,-16
COc1ccc2[nH]c(C)c(CCNC(=S)Nc3cc(C)cc(C)c3)c2c1,-11,20,-8,6,0.1,-3,-9,-22,-6,-4,11
CC(C)C[C@@H](CN)NC(=O)c1nc[nH]c1C(=O)N[C@@H](Cc1ccccc1)C(=O)CNC[C@H](C)NC(=O)c1nc[nH]c1C(=O)N[C@@H](CC(C)C)C(=O)O,-13,-20,-7,·,2.2,-9,-2,12,27,-5,-30
Cc1ccc(C(=O)COC(=O)CCC(=O)Nc2cc(Cl)ccc2Cl)cc1[N+](=O)[O-],-9,-7,·,-6,1.9,-4,-1,18,18,2,6
CN(CCc1ccccc1)C(=O)c1cc(COc2ccc(F)cc2Cl)on1,-56,-39,-8,1,-0.1,6,-127,-188,-4,-7,-37
COc1cc(NC(=O)C2CCCCC2)c(OC)cc1NC(=O)CN1CCCCC1,-25,-6,-6,3,12,1,-3,3,-4,7,-15
CN(C)c1cc2c3ccccc3n(C)c2cc1N,8,6,-5,·,5.8,1,-20,-1,2,-2,-4
Cc1nc2c3ccccc3nc(SCC(=O)N3CC(C)CC(C)C3)n2n1 (stereo unspecified),1,8,-6,0,0.1,-1,22,-3,21,4,11
Cc1ccc(OCc2nnc(SCC(=O)Nc3ccc4c(c3)OCCO4)n2Cc2ccco2)cc1,4,9,-6,2,1.6,28,5,-8,35,-5,12
Cc1ccc(CN2CCC(Oc3ccc(C(=O)NCc4ccccn4)cc3)CC2)o1,5,1,-5,4,-0.3,6,10,7,0,1,6
CCN(C[C@H]1N[C@@](C)(C(=O)OC)[C@H]2C(=O)N(C)C(=O)[C@@H]12)C(=O)c1ccc(C)cc1,-2,-8,-5,·,2.6,3,3,-2,-1,3,-19
Cc1c(NC(=O)CSc2nnc(COc3ccccc3)n2-c2ccccc2)c(=O)n(-c2ccccc2)n1C,13,14,·,-3,-0.7,-5,6,11,-5,-6,-32
COc1cc(OC)c(C2=NOC(C(=O)Nc3c(C)n(C)n(-c4ccccc4)c3=O)C2)cc1Cl (stereo unspecified),6,-5,4,-1,-0.6,-1,2,11,4,1,-20
O=C(O)COc1ccc(/C=N/NC(=O)COc2nsnc2N2CCOCC2)cc1,2,9,-4,-5,2.3,0,5,16,1,4,-18
Cc1ncc(CN2CCCC(C(=O)Nc3ccc(-c4ccco4)cc3)C2)cn1 (stereo unspecified),-5,2,-3,11,-0.1,-2,-7,-8,5,2,-13
Cn1nc(Oc2nc(N3CCOCC3)nc(N3CCOCC3)n2)ccc1=O,-4,-22,-9,3,-1.6,-7,6,2,1,-1,-8
Cc1csc(SCC(=O)Nc2ccc3c(c2)OCCO3)n1,-42,-49,1,2,-0.8,-3,-189,-173,-5,-2,-4
CCOc1nc(NC(=O)NS(=O)(=O)Oc2cccc(Cl)c2)nc(-c2ccccc2)n1,-5,-6,-5,·,-0.2,-1,-9,4,3,6,-19
COc1ccc(N=C(C)C2=C(O)CSC2=O)cc1,9,-47,-6,1,-0.1,-2,-131,-126,-2,2,-38
OCCN1CCN(CC/C=C2/c3ccccc3CSc3ccccc32)CC1,·,14,-4,1,-0.7,8,12,3,6,-2,-5
O=C(O)C=C1C2CC3CC(C2)CC1C3,5,2,-9,4,0.4,-1,3,-10,4,3,-18
CS(=O)(=O)N(Cc1ccco1)CC(O)Cn1cc(C=O)c2ccccc21 (stereo unspecified),6,-10,-4,5,-1.7,-3,18,1,3,1,-27
Cc1ccc(CNC(=O)C(C)C2Sc3ccccc3NC2=O)cc1 (stereo unspecified),9,-5,-6,-1,-0.6,2,-5,10,4,-1,-16
CC1(C)CC(=O)C(N=Nc2cc(Cl)c(Cl)c(Cl)c2)=C(O)C1,6,-17,-4,-1,0.5,3,-11,-27,2,-4,-7
